Screening results (PubChem)
ERAP1 inh: human ERAP1 aminopeptidase inhibitors, primary screen, biochemical, single point, plate reader | Endoplasmic reticulum aminopeptidase 1 (Homo sapiens), Q9NZ08 | recombinant ERAP1, Leu-AMC fluorescence, 60 min | inhibition, % at 10.7 µM | 0.15% of 340,000 active;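 active means mean replicate inhibition of at least 30%, or all replicates individually reaching that 30% level; inactive means mean below 30% and not every replicate reaching it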;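 further: 0% = neutral control wells and 100% = L-leucinethiol positive control wells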
Target sequence (Q9NZ08 whole entry, looked up): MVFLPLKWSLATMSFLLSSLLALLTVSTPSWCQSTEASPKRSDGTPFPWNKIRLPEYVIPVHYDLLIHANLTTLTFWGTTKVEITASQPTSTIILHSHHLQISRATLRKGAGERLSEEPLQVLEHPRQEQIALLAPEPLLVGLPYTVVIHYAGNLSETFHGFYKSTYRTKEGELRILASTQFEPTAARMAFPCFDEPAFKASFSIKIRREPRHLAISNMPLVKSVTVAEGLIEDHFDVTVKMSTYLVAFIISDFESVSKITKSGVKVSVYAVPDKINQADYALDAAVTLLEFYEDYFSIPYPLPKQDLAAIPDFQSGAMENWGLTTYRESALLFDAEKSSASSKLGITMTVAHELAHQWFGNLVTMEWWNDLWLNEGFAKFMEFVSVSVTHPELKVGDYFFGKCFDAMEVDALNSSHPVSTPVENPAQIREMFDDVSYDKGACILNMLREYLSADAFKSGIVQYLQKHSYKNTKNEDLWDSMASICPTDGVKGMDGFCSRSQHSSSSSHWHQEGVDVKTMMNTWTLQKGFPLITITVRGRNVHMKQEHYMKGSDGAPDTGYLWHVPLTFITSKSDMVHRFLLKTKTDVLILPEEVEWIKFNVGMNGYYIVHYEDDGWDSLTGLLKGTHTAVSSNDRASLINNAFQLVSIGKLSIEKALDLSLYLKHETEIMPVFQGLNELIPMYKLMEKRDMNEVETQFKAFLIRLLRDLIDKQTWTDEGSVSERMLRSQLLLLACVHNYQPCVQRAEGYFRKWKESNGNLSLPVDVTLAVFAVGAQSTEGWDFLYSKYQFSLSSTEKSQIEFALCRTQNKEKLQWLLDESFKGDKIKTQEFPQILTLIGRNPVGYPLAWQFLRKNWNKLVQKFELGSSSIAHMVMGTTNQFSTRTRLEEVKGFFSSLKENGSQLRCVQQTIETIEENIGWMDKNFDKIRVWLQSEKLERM
PAX8 inh HTS: inhibitors of PAX8-driven TPO luciferase reporter, primary screen, RMG-I cells, single concentration | SteadyGlo, 24 h | 1.2% of 360,000 active | AID 652154, 2013 | inhibition, % at 12.6 µM;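 active means mean replicate inhibition at least 60% with every replicate also reaching 60%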;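 further: luciferase light reporting Pax8 driven TPO promoter activity; plate controls were median of neutral control wells for no effect and mitoxantrone controls for full effect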
S100A4 inh HTS: inhibitors of S100A4-myosin IIA peptide binding, primary screen, biochemical, fluorescence polarization, TAMRA-MyoIIA peptide; Protein S100-A4 (Homo sapiens), P26447; inhibition, % at 10.7 µM; 0.14% of 360,000 active; AID 652163, 2013;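 active means mean inhibition of at least 70% across replicates, with every replicate also reaching that level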
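Material: human S100A4 monomer with TAMRA-labelled myosin IIA peptide; buffer or medium: HEPES pH 7.2 with CaCl2, KCl, NaCl, DTT, Triton; compound dosing: one concentration per compound; schedule: 5 min incubation before reading; benchmarks: neutral control DMSO, positive control TFP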
FN deposition inh: inhibitors of fibronectin matrix deposition, primary screen, AH1F cells, Alexa488-fibronectin fluorescence, plate reader. AH1F fibroblasts, overnight. inhibition, % at 12.6 µM. 0.086% of 350,000 active. AID 743247, 2014;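 active means mean inhibition across replicates of 30% or more, regardless of how many single replicates reach that level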;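 further: positive control wells lacked labelled fibronectin entirely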
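Material: AH1F fibroblast monolayer depositing Alexa488-labelled fibronectin into matrix / Amount: 10000 AH1F cells per well / Signal: fluorescence 485/525 nm / Medium: DMEM, 2% serum / Compound: single dose, pinned / Incubation: 1 h cell adhesion before compound, then overnight fibronectin incubation / Reagent: Alexa488-FN, 24 nM final / Read-out: inhibition of fibronectin deposition signal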
EWS-Fli block: EWS/Fli-driven NR0B1 reporter inhibitors, primary screen, A673 cells, NR0B1 luciferase, luminescence, MLPCN library | inhibition, % at 12.6 µM | viability-normalised | 0.67% of 350,000 active;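 active means mean inhibition of at least 50% after viability correction, with every replicate also passing that limit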;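 further: firefly luciferase signal divided by Alamar Blue viability fluorescence both relative to DMSO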
LGR2 antag: inhibitors of bursicon-induced LGR2 CRE-luciferase signal, primary screen, cell-based, HEK293, CRE-luciferase reporter, bursicon stimulation; inhibition, % at 9.99 µM; Drosophila bursicon receptor LGR2 (rickets); 0.35% of 380,000 active; bursicon-stimulated, 4 h; AID 720647, 2013;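 active means drop in luminescence signal, shown as inhibition above about 50% in the replicate tests, limit read from the data, passing the limit was not always enough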;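 further: agonist challenge used bursicon conditioned medium at about half maximal strength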
PglD inh: C. jejuni PglD acetyltransferase inhibitors, primary screen, biochemical, DTNB colorimetric, single point. UDP-N-acetylbacillosamine N-acetyltransferase PglD (Campylobacter jejuni). purified PglD enzyme, DTNB colorimetric CoA detection. inhibition, % at 12.5 µM. 0.098% of 360,000 active. AID 602405, 2012; in the data active means inhibition above about 16%, passing the limit was not always enough; further: strong numbers were not always called active
PGC1a acetyl inh: inhibitors of PGC1a acetylation signal, primary screen, cell-based, U2OS, AlphaScreen, inhibitor mode; 0.17% of 350,000 active; inhibition, % at 15.6 µM; AlphaScreen anti-acetyl-lysine; with virally co-expressed GCN5 acetyltransferase;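 active means every replicate shows inhibition of at least 40%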;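 further: 0% = neutral control wells and 100% = positive control wells; some results beyond the cut were filed as inactive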
Numbers without * were called inactive; / = not tested or not shown.

Every second line gives: S100A4 inh HTS, FN deposition inh, PglD inh, ERAP1 inh, LGR2 antag, PGC1a acetyl inh, EWS-Fli block, PAX8 inh HTS
Cc1cccc(Cn2c(-c3ccc[nH]c3=O)nc3ccccc32)c1
→ 0.1, 0.4, -4.4, 2.1, 0.8, 0.8, -0.8, -0.5
COc1cc(C(CC(=O)O)n2cnnn2)ccc1OC(C)C (centres undefined)
→ 3.2, 11.4, -3.6, 8.8, -4.9, 5.2, -16.3, 8.4
CCC(=O)N[C@H]1CC[C@@H](CC(=O)NCC2CCCCC2)O[C@@H]1CO
→ 6.4, /, 3.2, 1.0, -1.0, 2.6, -5.2, -8.0
O=c1c(OC2OC(CO)C(O)C(O)C2OC2OC(CO)C(O)C(O)C2OC2OC(CO)C(O)C(O)C2O)c(-c2ccc(O)c(O)c2)oc2cc(O)cc(O)c12 (centres undefined)
→ 0.2, /, -4.4, 5.6, -2.4, 3.0, 16.1, /
COc1ccc(NS(=O)(=O)N2CCOCC2)cc1
→ -1.1, -4.9, 0.2, -2.7, -5.2, 2.2, 1.6, -6.3
CCc1oc(C(=O)OC)cc1CSC(=N)N
→ 3.6, 3.1, -5.4, 1.6, -5.6, -7.0, -59.5, -14.4
CCOc1ccc2c(c1)C(C)=CC(C)(C)N2S(=O)(=O)c1ccc(F)cc1
→ 4.5, -0.8, 3.1, 0.8, 7.4, 8.8, 61.6*, 43.5
O=C(O)Cn1nc2c3c(cccc3c1=O)-c1ccccc1-2
→ -0.4, -2.6, -0.4, -2.1, -3.3, 5.0, -0.6, -18.1
O=C(C[C@@H]1CC[C@H]2[C@@H](COC[C@@H](O)CN2C(=O)c2ccncc2)O1)NC1CCC1
→ 31.4, -8.9, 0.5, 2.5, 13.2, 3.6, -7.6, -2.1
C[C@H]1CN([C@@H](C)CO)C(=O)c2cc(NC(=O)CCCCCC(=O)Nc3ccccc3N)ccc2O[C@@H]1CN(C)S(=O)(=O)c1ccccc1
→ 10.5, /, /, 0.5, -1.4, -5.8, 4.9, -18.7
CCC(C)NC(=O)c1cn(CC)c2ccc(S(=O)(=O)N(C)C)cc2c1=O (centres undefined)
→ -2.2, 3.4, 3.8, 1.0, -13.6, /, 12.8, 9.3
C/C(=N\NC(=O)c1cccc(Cl)c1)C1C(=O)c2ccccc2C1=O
→ -4.9, -2.0, -8.3, 3.6, /, -2.5, -36.4, /
Cc1ccccc1-c1nn[nH]n1
→ /, 1.6, -3.0, /, /, -0.5, /, -2.0
CCOC(=O)[C@@H]1[C@H]2COc3ccc(Br)cc3[C@@H]2N2C(=O)N(c3ccc(Cl)cc3)C(=O)[C@]12C
→ -3.0, 10.3, 2.6, 1.0, -1.2, -4.6, 2.3, -3.9
C[C@@H]1CN([C@H](C)CO)C(=O)c2cccc(NS(=O)(=O)c3ccccc3)c2O[C@@H]1CN(C)Cc1ccc(Cl)c(Cl)c1
→ -3.5, /, 3.0, 0.6, /, -7.6, -7.9, -14.9
COc1ccc(CN(C)C(=O)c2oc3ccccc3c2CSC)cc1F
→ -9.2, -1.5, 0.0, 0.3, -16.4, /, 3.0, 0.8
Cc1ccc(OCC(=O)Nc2cccc(S(=O)(=O)N3CCCCCC3)c2)c([N+](=O)[O-])n1
→ -0.5, -1.5, /, -1.6, -4.3, /, 6.6, -3.9
CCCCN1C(=O)C(CC(=O)NCc2ccco2)CC(C(=O)N(C)C)=C1C (centres undefined)
→ -1.6, 12.8, -1.7, 4.2, 4.1, /, 2.5, -17.4
O=[N+]([O-])c1cc2c(cc1CN1CCN(c3ccccc3)CC1)OCO2
→ -5.4, 2.5, -7.5, 1.5, -29.8, 4.6, -37.6, -13.2
C[C@@H]1CN([C@@H](C)CO)C(=O)c2cc(NC(=O)CCC(F)(F)F)ccc2O[C@@H](C)CCCCO[C@H]1CN(C)C(=O)C1CCCCC1
→ 2.9, /, -0.8, -1.1, 11.5, 0.9, 2.9, /
CCN(CC)C(=O)CSc1nc2[nH]ncc2c(=O)[nH]1
→ -3.8, 6.4, /, -0.4, -2.8, -0.5, -6.6, 4.2
COc1cccc(C2CC(c3ccc(C)cc3)=NN2C(=O)c2ccccc2F)c1OC (centres undefined)
→ -7.8, -0.7, 1.7, 0.5, 5.2, -0.3, -8.7, 3.8
N/C(=N\OC(=O)c1cccc([N+](=O)[O-])c1)c1ccccn1
→ -1.7, 8.3, /, 7.0, 12.6, -4.3, -63.3, -100.7
Cc1c(C(=O)NCc2ccc3c(c2)OCO3)oc2ccc(S(=O)(=O)N3CCCCCC3)cc12
→ /, 3.4, -0.7, /, /, -3.5, /, 23.3
O=C(NCCc1cccc(Cl)c1)c1cccnc1
→ -2.2, -4.3, -0.7, -1.0, /, -5.9, /, -107.6
C=CCOc1ccc(Cl)cc1-c1noc(-c2csc([C@H]3C[C@H](O)[C@@H](CO)O3)n2)n1
→ 0.5, 2.1, 6.2, 2.8, -42.4, /, -48.8, -68.6
O=C(CN1CCOCC1)Nc1ccc(S(=O)(=O)N2CCCCCC2)cc1
→ /, -6.3, 3.1, /, 8.7, 2.4, /, /
Cc1nc2ccccc2nc1Nc1cccc(Cl)c1
→ 0.7, 2.7, 0.2, -1.4, -11.8, -7.4, 10.2, -13.7
CCCn1c(=S)[nH]c2cc(C(=O)NCc3ccccc3OC)ccc2c1=O
→ -1.7, 15.4, 1.9, -1.5, -25.5, 8.6, 4.6, 8.3
COc1cc(C(C)=O)ccc1OCC(O)CN1CCN(c2c(C)cccc2C)CC1 (centres undefined)
→ 0.8, 7.3, 1.7, -1.2, 17.0, /, 12.5, 48.8
C[C@@H]1CN([C@@H](C)CO)C(=O)Cc2cc(NC(=O)Nc3ccc(C(F)(F)F)cc3)ccc2O[C@@H]1CN(C)S(=O)(=O)c1cn(C)cn1
→ -9.9, -4.6, 1.1, -0.8, 7.2, 2.1, 22.8, 10.3
C[C@@H]1CN([C@H](C)CO)C(=O)c2cc(NC(=O)Nc3ccc(C(F)(F)F)cc3)ccc2O[C@@H](C)CCCCO[C@H]1CN(C)Cc1ccc(C(=O)O)cc1
→ -0.2, /, 3.5, 0.6, -9.1, 8.4, -7.0, -6.6
C[C@@H]1CN([C@H](C)CO)C(=O)c2cccc(NC(=O)c3ccncc3)c2O[C@@H]1CN(C)Cc1ccc(Cl)c(Cl)c1
→ -1.5, /, 0.2, -0.8, -18.6, -15.7, -3.0, 6.9
CN1CCN(C(=O)C[C@H]2CC[C@H]3[C@@H](COC[C@H](O)CN3C(=O)Nc3ccc(Cl)cc3)O2)CC1
→ -6.9, -14.3, -3.3, -2.6, -19.2, 4.4, -92.4, -43.9
COc1ccc(N=CC=C2OC(C)(C)C(C)(C)O2)cc1OC
→ 2.7, -1.9, -1.0, /, /, -10.0, 1.7, -13.1
CCCC(=O)N1CCC2(CC1)CN(C(=O)CC)[C@@H](CO)c1c2c2ccc(OC)cc2n1C
→ 3.5, /, /, -3.3, 4.5, -5.5, -3.4, /
COc1cccc(C(=O)C[n+]2cccc3cc(OC)ccc32)c1
→ -21.2, -3.6, -2.7, 3.8, -5.8, -12.2, 5.8, 15.1
Cc1ccc(S(=O)(=O)Nc2ccc3c(c2)CC(=O)N([C@@H](C)CO)C[C@@H](C)[C@@H](CN(C)C(=O)Nc2ccc(F)cc2)O3)cc1
→ -20.8, /, 3.4, 4.3, -2.6, 1.7, 6.5, 6.4
CCOC(=O)[C@]12CCCC=C1N(Cc1cccc3ccccc13)C(=O)[C@H](CC(=O)N1CCSCC1)C2
→ -1.0, 17.4, /, -3.0, 1.6, /, 7.5, 29.8
CC(C)[C@H](NC(=O)OC(C)(C)C)c1cc(C(=O)NCCc2c[nH]c3ccccc23)c(N)s1
→ -25.1, -3.6, /, -4.3, 1.0, /, 6.1, 13.6
Cc1ccc(C(=O)Nc2cccc(-c3ccc(N4CCOCC4)nn3)c2)cc1C
→ -1.9, -0.1, /, 2.4, -112.5, -3.0, -114.6, -99.3
CCOc1ccc(-c2cc(CCCC(=O)NCc3ccc(C)cc3)no2)cc1
→ -6.4, -2.8, -5.9, 3.9, 19.2, -14.7, 61.3*, -1.0
CN(C)CCCOc1nn(Cc2ccccc2)c2ccccc12
→ 3.7, 1.3, 1.8, -0.3, -7.7, -14.4, 0.2, 9.6
CN1C(=O)N(c2cccc3ccccc23)C(n2cncn2)C1(C)C (centres undefined)
→ /, -13.6, -2.5, /, /, -19.7, /, 12.7
CC(C)NC(=O)NC(=O)COC(=O)c1ccc(NC(=O)CC#N)cc1
→ /, 1.5, -0.4, /, /, -3.1, /, 24.9
O=C(C1CCN(S(=O)(=O)N2CCC3(CC2)OCCO3)CC1)N1CCc2ccccc2C1
→ 3.6, /, -0.7, 0.0, 7.7, 6.4, 11.4, /
O=C(CSc1ncn[nH]1)Nc1cc(S(=O)(=O)N2CCCC2)ccc1Cl
→ 1.0, 0.0, /, 5.1, -0.3, -4.6, -4.1, -5.0
CS(=O)(=O)c1nc(S(=O)(=O)c2ccc(Cl)cc2)c(NCCCn2ccnc2)s1
→ 1.2, -29.2, 2.7, -0.1, 3.5, 0.3, 2.0, -13.2
Cc1ccc(-c2nc(C#N)c(N3CCCCC3)o2)cc1
→ 1.2, 1.0, -4.9, 1.2, -20.6, -6.9, -23.0, -21.7
CN(Cc1cnn(C)c1)Cc1nc(Cc2ccccc2Cl)no1
→ 1.4, 0.0, /, -5.5, -7.2, -6.9, 1.6, 5.5
COc1ccc(CNc2ccc(N3CCN(C(C)=O)CC3)cc2)cc1OC
→ 2.3, 3.3, -7.4, -0.6, 0.3, 14.4, -0.7, -1.7
C[C@H](CO)N1C[C@H](C)[C@@H](CN(C)Cc2ccccc2)OCc2cn(nn2)CCCC1=O
→ 3.2, 0.8, -0.9, 0.4, -2.8, 7.0, -6.5, /
